ABCB6 inh MLPCN: ABCB6 transporter inhibitors, primary screen, K562-ABCB6 cells, flow cytometry, MLPCN library. K562-ABCB6 porphyrin accumulation, 1 h; hits give low values. 360,000 compounds, 0.19% hits. AID 602162, 2011. fluorescence ratio to DMSO, % at 10 µM;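 active means fluorescence ratio to DMSO below 75%, the collection mean minus 3 SD; inconclusive means too few cells collected in the well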;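 further: signal is porphyrin accumulated inside mitochondria; 100% equals median channel fluorescence of DMSO control wells; lower ratio means ABCB6 inhibition with less porphyrin fluorescence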
Granule exo inh: LAMP-1 surface exposure blockers, TALL-104 cells – cell-based, flow cytometry, MLPCN library, primary screen; TALL-104 LAMP-1 surface exposure; cells stimulated with thapsigargin and PMA; inhibition, % at 10 µM; 360,000 compounds, 0.66% hits; AID 651702, 2012;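 active means inhibition above about 55%, limit read from the data; inconclusive means no clear call, values can overlap the other calls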
N-glyco inh: increase of ERlucT glycosylation luciferase signal, primary screen, N-linked glycosylation inhibitor project, D54 ERlucT cells, luminescence, set 2; reporter increase, % at 12.5 µM; D54 ERlucT glycosylation luciferase reporter, 24 h; percent of 100 nM tunicamycin response; 360,000 compounds, 0.23% hits;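 active means mean luciferase reporter signal, scaled so untreated is 0 and the glycosylation-blocking control 100, at or above a set limit in every replicate; inconclusive means mean reaches the limit but not every replicate does; inactive means mean below the limit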;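 further: luciferase carries N-glycosylation sites so blocking glycosylation raises the light; 0% = median of neutral control wells and 100% = median of 100 nM tunicamycin wells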
NOD2-RIPK2 inh: NOD2-RIPK2 binding disruptors in cells, primary screen, fluorescence, CHO cells, BLA complementation; 360,000 compounds, 0.38% hits; AID 624267, 2012; CCF4 ratio; inhibition, % at 4.98 µM; in the data active means inhibition above about 21%;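 further: 0% = vehicle only and 100% = reference blocker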
Target sequence (O43353 whole entry, looked up): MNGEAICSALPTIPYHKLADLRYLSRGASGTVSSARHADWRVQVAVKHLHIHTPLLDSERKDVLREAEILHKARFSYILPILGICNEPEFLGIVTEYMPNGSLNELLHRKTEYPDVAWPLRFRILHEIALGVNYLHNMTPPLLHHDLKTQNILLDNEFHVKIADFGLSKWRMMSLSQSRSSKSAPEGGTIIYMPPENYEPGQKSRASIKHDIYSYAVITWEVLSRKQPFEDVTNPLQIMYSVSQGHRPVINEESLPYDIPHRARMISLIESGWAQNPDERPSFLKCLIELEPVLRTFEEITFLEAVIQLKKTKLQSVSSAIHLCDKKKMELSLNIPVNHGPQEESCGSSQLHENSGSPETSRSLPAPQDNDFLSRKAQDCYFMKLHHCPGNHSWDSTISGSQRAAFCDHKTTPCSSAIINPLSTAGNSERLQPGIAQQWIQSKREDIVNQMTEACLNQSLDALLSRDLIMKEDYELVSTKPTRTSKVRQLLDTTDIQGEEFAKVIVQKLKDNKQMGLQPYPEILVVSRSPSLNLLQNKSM
aDG glyco act: activators of alpha-DG glycosylation, primary screen, uHTS, Pro5-aDG cells, AlphaScreen | 360,000 compounds, 0.22% hits | alpha-DG glycosylation AlphaScreen (IIH6); 0% Pro5, 100% B10-LARGE cell signal | AID 624168, 2012 | activation, % at 10 µM;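 active means activation of at least 8% versus controls, or a plate z-score of at least 8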;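 further: Pro5 are CHO cells carrying HIG-tagged alpha-DG that lacks glycosylation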
Vif inh: HIV Vif self-association inhibitors, primary screen, imaging, HEK293T, single point. 340,000 compounds, 0.35% hits. HEK293T cells, Vif self-association by quenched fluorescence, 24 h. inhibition, % at 7.49 µM; in the data active means inhibition above about 50%, passing the limit was not always enough; inconclusive means no clear call, values can overlap the other calls; inactive means below about 31%; further: some results filed as inactive read as strong as hits
MC4R barr agon: MC4R agonists recruiting beta-arrestin, primary screen, cell-based, luminescence, agonist arm of biased-ligand search. Melanocortin receptor 4 (Homo sapiens), P32245. U2OS MC4R beta-arrestin complementation; percent of melanotan II response, DMSO zero. activation, % at 8.9 µM. 360,000 compounds, 0.98% hits. AID 540308, 2011;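 active means activation above a per-plate cutoff, the mean activation of sample wells on that plate plus 3 SD, cut at about 8% in these data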
Target sequence (P32245 whole entry, looked up): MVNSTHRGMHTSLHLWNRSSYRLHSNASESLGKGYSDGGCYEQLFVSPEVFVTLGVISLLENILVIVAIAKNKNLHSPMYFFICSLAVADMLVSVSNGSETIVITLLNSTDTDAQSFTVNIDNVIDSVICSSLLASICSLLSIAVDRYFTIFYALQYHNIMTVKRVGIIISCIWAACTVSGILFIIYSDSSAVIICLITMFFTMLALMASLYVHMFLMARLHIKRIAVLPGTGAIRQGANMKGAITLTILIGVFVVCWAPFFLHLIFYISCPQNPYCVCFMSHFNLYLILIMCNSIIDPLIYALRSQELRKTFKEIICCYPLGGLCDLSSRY
ABHD5 PLIN5 PPI: ABHD5-PLIN5 interaction inhibitors, primary screen, cell lysate, split luciferase complementation, luminescence; inhibition, % at 4 µM; AID 602281, 2012; Perilipin-5 (Homo sapiens) + 1-acylglycerol-3-phosphate O-acyltransferase ABHD5 (Homo …; 360,000 compounds, 0.78% hits; Split G. princeps luciferase complementation, 4 h;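 active means inhibition above the mean inhibition across every tested compound plus 3 SD, cut at about 22% in these data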;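 further: 0% = DMSO only wells and the 100% control is not disclosed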
TLR9-MyD88 inh: inhibitors of TLR9-MyD88 association in cells, primary screen, cell-based, CHO, BLA complementation, fluorescence. Toll-like receptor 9 (Homo sapiens) + Myeloid differentiation primary response protein …. CCF4 FRET ratio. inhibition, % at 4.98 µM. 340,000 compounds, 0.21% hits;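 active means inhibition above the mean over all tested compounds plus 3 SD, cut at about 21% in these data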;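 further: 0% = DMSO only wells and 100% = clavulanate BLA inhibitor control wells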
MC4R antag cAMP: MC4R antagonists of cAMP signaling, primary screen, cell-based, TR-FRET, antagonist arm of biased-ligand search. 360,000 compounds, 0.48% hits. inhibition, % at 6.5 µM. Melanocortin receptor 4 (Homo sapiens), P32245. AID 540295, 2011. MC4R-expressing cells, MTII-stimulated cAMP, LANCE TR-FRET;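 active means inhibition above its plate's cutoff, the mean of tested wells on that plate plus 3 SD, cut at about 29% in these data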;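 further: 0% = Melanotan II alone and 100% = Melanotan II plus saturating MCL0020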
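Material: U2OS-MC4R stable cell line | Reagent: Melanotan II challenge after compound preincubation | Doses: One concentration, 6.5 µM nominal | Incubation: 30-min compound preincubation, 1-h Melanotan II challenge, 1-h detection, room temperature | Signal: TR-FRET cAMP assay | Replicates: One well per compound, no replicates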
* hit, by the source's call; ? = inconclusive; / = not tested or not shown.

Below each compound: ABCB6 inh MLPCN, Granule exo inh, N-glyco inh, NOD2-RIPK2 inh, aDG glyco act, Vif inh, MC4R barr agon, ABHD5 PLIN5 PPI, TLR9-MyD88 inh, MC4R antag cAMP
1. CC1(C(=O)NCc2ccc(Cl)c(Cl)c2)Oc2ccccc2NC1=O (configuration not stated)
    94, -1, -6, 5, 0.2, 4, -2.3, 10, 3, -4
2. CN=C(Nc1cccnc1)c1cccc(C(F)(F)F)c1
    97, -10, 3, -7, 0.0, 9, 0.1, 2, 0, 5
3. COc1ccc(-c2cc(C(=O)N3CCN(C(=O)c4ccco4)CC3)[nH]n2)cc1
    112, -6, -1, -14, -0.3, -12, 0.6, 6, 9, 11
4. O=C(NNC(=O)c1ccc(Cl)c(Cl)c1)c1cccnc1
    104, 0, 0, -1, 0.0, -10, -6.3, -1, -5, 6
5. Cc1[nH]c2ccccc2c1C(=O)C(=O)Nc1ccc2c(c1)OCCO2
    95, 1, /, -2, 0.1, /, -2.1, -2, -16, -9
6. COc1ccccc1OCCNC(=O)c1c(-c2ccccc2Cl)noc1C
    99, 2, /, -1, 0.0, /, -2.5, 3, -2, 5
7. Cc1[nH]c2ccc(-c3nnc(SCC(=O)N4CCCc5ccccc54)o3)cc2c1C
    95, -2, -1, -3, -0.2, -4, 2.0, -6, -6, 21
8. COc1cccc(NC(=O)C(C)OC(=O)CCCNC(=O)c2ccc(Cl)cc2)c1 (configuration not stated)
    101, -4, 1, -4, 0.0, 2, -1.0, 0, 8, 3
9. CNc1ccc(S(=O)(=O)NC)cc1[N+](=O)[O-]
    89, 1, -2, 3, 0.4, -5, 1.9, 4, 4, -19
10. Cc1nc2c(=O)n(-c3ccc(F)c(Cl)c3)nc(C)c2s1
    99, 6, -2, 3, -0.1, 2, 1.4, 1, /, 10
11. O=C(COc1ccc2ccc(=O)oc2c1)Nc1nccs1
    102, 4, -2, -5, 0.0, 2, -2.9, 1, 2, 11
12. CCCCNc1ccc2nsnc2c1[N+](=O)[O-]
    101, -1, 2, -4, -0.3, -2, 0.7, -10, -4, -6
13. C/C(=N\NC(=O)CSc1nc(C)cc(C)n1)c1ccc([N+](=O)[O-])cc1
    100, -1, -1, 0, 0.1, 9, -1.1, -1, /, -2
14. O=C1/C(=C/c2ccsc2)N2CCC1CC2
    100, 6, 2, -4, -0.1, 10, -1.9, -2, -2, 3
15. COc1ccc(NC(=O)C2CCCN2S(=O)(=O)c2cccc3cccnc23)c(OC)c1 (configuration not stated)
    98, 1, 0, -7, 0.3, 2, -2.0, 3, 7, -2
16. O=C(NC1CCCCC1)c1cc(-c2ccccc2Cl)on1
    102, -5, -5, -13, 0.1, -15, 7.7, 1, 9, -3
17. CN(C)S(=O)(=O)Oc1ccccc1C(=O)Nc1ccccc1Cl
    98, -5, 3, 0, 0.0, -2, 0.4, 1, 5, -5
18. CCc1ccc(-c2cc(C)no2)cc1S(=O)(=O)N1CCN(c2ccccn2)CC1
    97, 10, -3, -1, 0.1, -3, -2.6, -7, -5, -5
19. CCCn1nc(C(=O)Nc2ccc(N3CCOCC3)cc2)c2ccccc2c1=O
    95, -1, -1, 5, -0.3, 7, -0.5, 0, 3, -2
20. O=C(Cn1nnc2ccccc21)C1CC1
    106, -4, -1, -8, -0.2, -13, -0.4, 2, -2, 3
21. CCc1ccccc1NC(=O)c1cc([N+](=O)[O-])ccc1N1CCOCC1
    98, 6, 1, -1, 0.6, -4, -2.0, 13, -10, 2
22. Cc1cccc(C(=O)NCc2nnc(SCC(=O)Nc3nncs3)n2C)c1
    98, -15, 1, 9, 0.0, 2, 0.6, 4, -1, 10
23. C[C@@H]1CC=C[C@H]2[C@H]1C(=O)N(Cc1ccccc1)[C@H]2c1ccc(-c2cc3ccccc3s2)cc1F
    103, -2, 0, 9, 0.1, -2, -0.6, 17, -4, 6
24. O=C(C[n+]1cccc(CO)c1)Nc1nc2ccccc2s1
    103, -1, -5, -11, 0.1, -4, -2.5, 1, -2, 0
25. COc1ccc(NC(C)c2cc(Cl)ccc2O)cc1 (configuration not stated)
    95, 2, 4, 3, -0.1, 19, 1.2, -7, -5, 1
26. COc1cc(C(=O)NCC(=O)N/N=C/c2ccco2)cc(OC)c1OC
    98, -1, 4, -7, -0.1, -7, -2.6, 7, 3, -3
27. O=C(c1ccc(Cl)cc1)C1CCN(C(=S)Nc2ccccc2)CC1
    97, -5, 0, -7, 0.0, -5, 0.0, -2, 0, 3
28. Cc1ccnc(NC(=O)CNC(=O)c2ccc3c(c2)OCO3)c1
    97, -1, 0, -12, 1.8, -3, -3.6, 4, -12, 3
29. CCOc1ccc(-n2c(SCC(=O)Nc3ccc(OC)cc3)nc3c(c2=O)SCC3)cc1
    95, -2, -1, -2, 0.3, 2, -2.0, 6, -3, 8
30. C[C@H](CO)N1C[C@H](C)[C@@H](CN(C)C(=O)Nc2ccc3c(c2)OCO3)Oc2ccc(NC(=O)Cc3ccccc3)cc2C1=O
    98, -2, 5, 1, 0.0, 7, -1.0, 2, -5, 9
31. c1csc(-c2nc(N3CCCCC3)no2)c1
    96, -8, -5, -4, -0.2, 0, -0.3, 1, -13, 4
32. CC(O)(c1cccnc1)c1nc(-c2ccc(F)c(Cl)c2)cs1 (configuration not stated)
    91, -5, -1, -2, 0.4, -5, -1.4, -10, /, 0
33. Cc1ccc(S(=O)(=O)Nc2cc(C)nn2-c2ccccc2)cc1
    96, 3, 2, -1, -0.1, 7, -1.3, 5, -1, 5
34. Cc1ccnc(NC(=O)c2cccc(NS(=O)(=O)c3ccccc3C)c2)c1
    91, -4, 3, 0, 0.5, /, -0.1, -6, -2, -5
35. COC(=O)c1ccc(COc2ccccc2/C=N/NS(=O)(=O)c2ccc(C)cc2)cc1
    95, 0, 2, 0, 0.1, 14, -2.3, 0, 2, -5
36. Cc1ccc(Cl)cc1N1CCN(C(=O)C(=O)N2CCCCC2)CC1
    83, 2, 4, -9, -0.1, 12, 0.6, -4, 0, -3
37. CCCN(CCC)CCCNC(=O)c1cc2c(=O)n(CC)c3ccccc3c2s1
    100, 36, 14, 2, 0.1, /, 1.2, -1, -9, -1
38. COC(=O)c1sccc1NC(=O)c1c(-c2ccccc2)noc1C
    88, -1, 2, -2, 0.0, -19, 0.0, 4, -4, 0
39. CS(=O)(=O)N(CC(=O)NCc1ccncc1)c1ccc(F)c(Cl)c1
    103, -2, 1, 0, -0.1, -7, -1.7, 1, -2, 2
40. Cc1ccc(C)c(N(CC(=O)NC2CCCC2)C(=O)CCCC(=O)Nc2ccccn2)c1
    101, 0, 1, -4, 0.1, /, -1.2, 1, -8, 17

Reprinted at random: four entries already listed
Below each compound: ABCB6 inh MLPCN, Granule exo inh, N-glyco inh, NOD2-RIPK2 inh, aDG glyco act, Vif inh, MC4R barr agon, ABHD5 PLIN5 PPI, TLR9-MyD88 inh, MC4R antag cAMP
37. CCCN(CCC)CCCNC(=O)c1cc2c(=O)n(CC)c3ccccc3c2s1
    100, 36, 14, 2, 0.1, /, 1.2, -1, -9, -1
21. CCc1ccccc1NC(=O)c1cc([N+](=O)[O-])ccc1N1CCOCC1
    98, 6, 1, -1, 0.6, -4, -2.0, 13, -10, 2
23. C[C@@H]1CC=C[C@H]2[C@H]1C(=O)N(Cc1ccccc1)[C@H]2c1ccc(-c2cc3ccccc3s2)cc1F
    103, -2, 0, 9, 0.1, -2, -0.6, 17, -4, 6
33. Cc1ccc(S(=O)(=O)Nc2cc(C)nn2-c2ccccc2)cc1
    96, 3, 2, -1, -0.1, 7, -1.3, 5, -1, 5

Single records (already shown).
`Cc1ccc(C)c(N(CC(=O)NC2CCCC2)C(=O)CCCC(=O)Nc2ccccn2)c1` is listed with ABCB6 inh MLPCN: 101; Granule exo inh: 0; N-glyco inh: 1; NOD2-RIPK2 inh: -4; aDG glyco act: 0.1; Vif inh: /; MC4R barr agon: -1.2; ABHD5 PLIN5 PPI: 1; TLR9-MyD88 inh: -8; MC4R antag cAMP: 17
`CC(O)(c1cccnc1)c1nc(-c2ccc(F)c(Cl)c2)cs1` (configuration not stated) is listed with ABCB6 inh MLPCN: 91; Granule exo inh: -5; N-glyco inh: -1; NOD2-RIPK2 inh: -2; aDG glyco act: 0.4; Vif inh: -5; MC4R barr agon: -1.4; ABHD5 PLIN5 PPI: -10; TLR9-MyD88 inh: /; MC4R antag cAMP: 0

Remaining list, next part:
nr	structure	ABCB6 inh MLPCN	Granule exo inh	N-glyco inh	NOD2-RIPK2 inh	aDG glyco act	Vif inh	MC4R barr agon	ABHD5 PLIN5 PPI	TLR9-MyD88 inh	MC4R antag cAMP
41	COc1ccc(CC(=O)N2CCC(n3nccc3NC(=O)C3CCOC3)CC2)cc1 (configuration not stated)	100	1	3	-1	-0.1	5	1.2	7	1	7
42	Cn1c(SCC(=O)NCCNC(=O)CSc2nnc(C(F)(F)F)n2C)nnc1C(F)(F)F	106	-4	0	-3	-0.1	4	1.4	2	-2	2
43	COc1ccc(-n2c(=S)[nH]c3c(oc4ccccc43)c2=O)cc1	91	-1	3	-5	0.1	-6	-0.2	0	-5	23
44	O=C(NC(=O)N1CCN(c2ccc(F)cc2)CC1)c1ccccc1	97	0	-2	-2	0.0	-8	0.3	2	1	3
45	COc1ccc(C(CNS(=O)(=O)c2cccc(F)c2)N2CCCC2)cc1 (configuration not stated)	102	9	-3	-11	-0.1	14	-0.6	-4	3	5
46	CCOC(=O)C1CCCN(S(=O)(=O)Cc2ccccc2Cl)C1 (configuration not stated)	99	-2	1	4	-0.1	?	-1.9	-1	3	10
47	Cc1c(NC(=S)NC(NC(=O)CC(C)C)C(Cl)(Cl)Cl)c(=O)n(-c2ccccc2)n1C (configuration not stated)	100	1	2	1	2.3	-4	-2.0	0	1	18
48	COc1ccc(CCNC(=O)C2CC(=O)N(c3ccc(Br)cc3)C2)cc1OC (configuration not stated)	98	-7	2	-5	-0.3	-4	-2.4	-1	-15	8
49	Cc1nc(-c2ccc(NC(=O)c3ccc(Br)o3)cc2)cs1	94	12	-13	3	0.1	-8	0.2	-2	-10	3
50	N/C(=N\OC(=O)c1cccc2ccccc12)c1ccccn1	90	-9	-6	7	0.1	-7	0.9	-11	10	1
51	CCn1nnnc1-c1ccc(OC)c(S(=O)(=O)NCc2ccccc2)c1	105	1	-1	-14	0.2	-5	-0.9	4	2	0
52	O=C(CN(c1ccc(Cl)cc1)S(=O)(=O)c1ccccc1)N1CCN(c2ccccc2)CC1	99	4	-3	-5	-0.2	-17	9.1*	6	-6	12

High-throughput results (PubChem BioAssay)

A portion of the library; count on the stated rates, not on these rows.
